Compound activity deposited in PubChem BioAssay by several laboratories.
proKLK7 act = proKLK7 zymogen activators, primary screen, biochemical, fluorescence intensity. purified proKLK7, EDANS-DABCYL substrate fluorescence; 100% is mature enzyme control, 0% vehicle. activation, % at 7 µM. 0.9% of 370,000 active;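 active = activation above the mean of all tested compounds plus 3 SD, computed per campaign excluding outliers beyond control limits, cut at about 13% in these data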
Target sequence (P49862 whole entry, looked up): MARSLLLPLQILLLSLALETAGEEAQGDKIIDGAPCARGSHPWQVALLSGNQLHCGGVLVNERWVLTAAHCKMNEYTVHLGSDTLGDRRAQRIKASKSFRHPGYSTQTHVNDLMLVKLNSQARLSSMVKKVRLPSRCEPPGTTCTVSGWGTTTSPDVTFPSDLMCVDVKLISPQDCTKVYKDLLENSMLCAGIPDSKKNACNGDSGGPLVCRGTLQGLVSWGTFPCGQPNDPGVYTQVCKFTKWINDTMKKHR
DAX1 inh-1 = DAX1 (NR0B1) inhibitors on StAR promoter, primary screen, cell-based, luminescence, SF-1 (NR5A1), full-length DAX-1. 1.1% of 370,000 active. AID 652010, 2013. inhibition, % at 6.8 µM. HEK293T StAR-luciferase reporter, SF-1/DAX-1 repression relief;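 active = inhibition above the mean over all tested compounds plus 3 SD, cut at about 3.6% in these data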;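 note: 0% = DAX-1 cells with DMSO and 100% = cells lacking DAX-1 with DMSO; higher inhibition means more luminescence from relief of DAX-1 repression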
GAA850 FXN act = FXN promoter activators, primary screen, cell-based, luciferase luminescence, HEK293 lucGAA850 | HEK293 lucGAA850 FXN promoter luciferase reporter, 24 h; percent of 10 µM SAHA response | activation, % at 6 µM | 0.56% of 360,000 active;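 active = activation above the average of all compounds screened plus 3 SD, cutoff fixed separately per campaign, cut at about 7.5% in these data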;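 note: 0% = DMSO wells and 100% = 10 µM SAHA wells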
DAX1 inh-2 = DAX1 (NR0B1) inhibitors, primary screen, cell-based, HEK293, Gal4-DAX1, luciferase luminescence; AID 504766, 2011; HEK293 Gal4-DAX1 luciferase reporter; Nuclear receptor subfamily 0 group B member 1 (Homo sapiens), P51843; 0.99% of 340,000 active; inhibition, % at 6.75 µM;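 active = inhibition above the mean over all tested compounds plus 3 SD, cut at about 4.2% in these data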;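 note: 0% = DAX1-transfected cells with DMSO and 100% = empty-vector control cells with DMSO; inhibition shows as a rise in luminescence from relieved DAX1 repression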
Target sequence (P51843 207-470 limits assumed): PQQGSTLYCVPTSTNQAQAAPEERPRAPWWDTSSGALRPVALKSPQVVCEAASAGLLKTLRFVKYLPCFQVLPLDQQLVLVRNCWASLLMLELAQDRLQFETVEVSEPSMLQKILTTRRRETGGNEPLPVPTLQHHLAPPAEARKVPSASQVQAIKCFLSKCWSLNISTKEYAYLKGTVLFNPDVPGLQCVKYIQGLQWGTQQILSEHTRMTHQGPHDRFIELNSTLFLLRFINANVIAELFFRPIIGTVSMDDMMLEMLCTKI
hcDAF12 agonist = H. contortus DAF-12 nuclear receptor activators, primary screen, cell-based, luminescence, HEK293, lit1-tk-luc reporter | HEK293 hcDAF-12 lit1-tk-luc reporter; 0% DMSO, 100% Δ7-dafachronic acid | 1.4% of 370,000 active | AID 652067, 2013 | activation, % at 6.8 µM;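 active = activation above the mean of all tested compounds plus 3 SD, cut at about 5.5% in these data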;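 note: 100% = response to 3 µM Δ7-dafachronic acid high control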
sPLA2-III inh = human group III sPLA2 inhibitors, primary screen, biochemical, QFRET, BODIPY PC-A2 liposome substrate; QFRET BODIPY PC-A2 liposome hydrolysis, fluorescence; Group 3 secretory phospholipase A2 (Homo sapiens), Q9NZ20; inhibition, % at 12.2 µM; 0.56% of 370,000 active;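 active = inhibition above mean plus 3 SD of compounds lying within the high and low control bounds, cut at about 19% in these data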;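 note: 0% = median of test compound wells and 100% = no enzyme DMSO wells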
Target sequence (Q9NZ20 whole entry, looked up): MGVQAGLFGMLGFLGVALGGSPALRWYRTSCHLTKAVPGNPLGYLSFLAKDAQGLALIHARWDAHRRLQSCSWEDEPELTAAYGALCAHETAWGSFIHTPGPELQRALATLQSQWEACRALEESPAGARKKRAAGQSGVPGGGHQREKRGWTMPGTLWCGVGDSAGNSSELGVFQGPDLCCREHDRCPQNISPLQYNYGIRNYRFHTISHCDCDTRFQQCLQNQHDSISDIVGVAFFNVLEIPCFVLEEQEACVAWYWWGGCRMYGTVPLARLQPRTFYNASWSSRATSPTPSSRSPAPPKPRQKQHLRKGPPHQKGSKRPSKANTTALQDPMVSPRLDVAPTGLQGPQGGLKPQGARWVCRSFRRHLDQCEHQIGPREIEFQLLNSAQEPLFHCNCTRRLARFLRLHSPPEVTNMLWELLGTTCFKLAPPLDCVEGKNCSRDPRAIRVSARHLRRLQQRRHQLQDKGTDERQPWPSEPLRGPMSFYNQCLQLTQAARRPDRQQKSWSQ
hgDAF12 agonist = H. glycines DAF-12 receptor agonists, primary screen, cell-based, luminescence, HEK293, GAL4 fusion, UAS-luciferase | Nuclear hormone receptor DAF-12 (Heterodera glycines), GAL4 fusion | activation, % at 6.8 µM | 1.8% of 370,000 active | AID 687014, 2013 | HEK293 GAL4-hgDAF12 UAS-luciferase reporter, agonist luminescence; normalized to butyrate control;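 active = activation above a cutoff set at the mean of all screened compounds plus 3 SD, cut at about 10% in these data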;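 note: 0% = DMSO wells and 100% = sodium butyrate wells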
NPR2 activator = human GC-B receptor activators, primary screen, HEK293 GC-B cells, cGMP TR-FRET, EC30 CNP | 0% at EC30 CNP, 100% saturating CNP | activation, % at 10 µM | 0.11% of 370,000 active | AID 1920062, 2024;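 active = activation at 10 µM reaching about 35% in either raw or pattern-adjusted values, limit read from the data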
SMARCA2 activ = SMARCA2 (BRM) function activators, primary screen, cell-based, luminescence, high throughput. MG213 cells, MMTV-luciferase reporter, dexamethasone, overnight. activation, % at 9.1 µM. 1% of 370,000 active; in the data active = activation above about 7.8%;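 note: 0% = vehicle wells and 100% = reference activator wells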
ssDAF12 agonist = S. stercoralis DAF-12 nuclear receptor activators, primary screen, cell-based, luminescence, HEK293, GRIP1 co-expression, lit1-tk-luc; 1% of 370,000 active; AID 652126, 2013; activation, % at 6.8 µM; Nuclear hormone receptor DAF-12 (Strongyloides stercoralis); HEK293 ssDAF-12/GRIP1 lit1-tk-luc reporter; % of 3 µM dafachronic acid response;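 active = activation above the mean over all tested compounds plus 3 SD, cut at about 0.9% in these data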;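 note: 0% = DMSO-only wells and 100% = 3 µM delta7-dafachronic acid wells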
NPR1 activator = GC-A stimulated cGMP production enhancers – HEK293 GC-A cells, cGMP TR-FRET, EC30 ANP, primary screen; Atrial natriuretic peptide receptor 1 (Homo sapiens), P16066; 0% at EC30 ANP, 100% saturating ANP; activation, % at 10 µM; 0.14% of 370,000 active; AID 1671463, 2021; in the data active = activation above about 40%
* = called active by the depositor; . = no result given.

mol,proKLK7 act,DAX1 inh-1,GAA850 FXN act,DAX1 inh-2,hcDAF12 agonist,sPLA2-III inh,hgDAF12 agonist,NPR2 activator,SMARCA2 activ,ssDAF12 agonist,NPR1 activator
CC1(C)CC(=O)C2=C(C1)NC1=C(C(=O)c3ccccc31)C2c1cc([N+](=O)[O-])ccc1O (configuration not stated),0.4,-0.4,-1.1,3.5,-1.9,-7,-1.8,-11,-4,-0.6,-10
O=C(c1cccc2ccccc12)C1CCCN(C(=O)c2ccc(N3CCOCC3)cc2)C1 (configuration not stated),0.3,-0.9,1.8,-1.0,-2.3,-10,-1.7,2,-4,-2.1,-2
CCOCc1c(C(=O)Nc2cc(OCC)c(N3CCOCC3)cc2OCC)oc2ccccc12,-0.5,-0.1,0.9,1.1,0.1,1,-2.0,6,-2,-0.8,3
CCC1NC(=O)c2cccnc2-n2c1nc1ccc(C)cc1c2=O (configuration not stated),0.8,-0.2,-0.2,0.2,-1.3,9,-2.6,4,-4,-1.1,3
COc1cc(CN2CCCC(C)C2)cc([N+](=O)[O-])c1O (configuration not stated),0.7,-0.4,0.0,2.1,0.0,-3,2.0,-5,-3,-1.5,3
O=[N+]([O-])c1ccc(C2CCCC/C2=N\OCc2cccc(F)c2)c([N+](=O)[O-])c1 (configuration not stated),-0.3,0.1,0.4,-1.2,2.8,1,0.6,0,-3,-1.7,-10
NC(=O)c1ccc(-c2noc(-c3cccc(Cl)c3)n2)cc1,-0.8,0.5,2.4,1.4,-1.1,-1,4.8,-12,3,-0.4,-6
O=C1Nc2cc(Cl)cnc2N2CCCC12 (configuration not stated),-0.1,1.3,1.2,0.0,-2.6,-6,0.4,-12,3,-2.0,-4
Fc1ccc(CO/N=C/C2=C(Cl)c3ccccc3CC2)cc1,-0.2,1.3,1.1,-0.4,-0.8,0,1.0,-6,1,-1.2,-4
Cc1cc(C)n(-c2ccccc2[N+](=O)[O-])n1,-0.9,0.3,2.2,-0.1,-1.4,-8,2.4,1,-3,-0.4,-1
CC1CCN(CC(=O)N(C)c2c(N)n(Cc3ccccc3)c(=O)[nH]c2=O)CC1,0.8,0.2,-1.7,0.2,1.4,-4,0.6,4,-3,-1.1,3
CCOC(=O)c1nnn2c1nc(N1CCN(c3ccccc3)CC1)c1ccccc12,0.9,0.2,1.2,-0.1,-0.9,1,0.8,5,-3,-1.1,0

Shown with two lines to a compound: 2 of the compounds above.
Values run as follows: proKLK7 act | DAX1 inh-1 | GAA850 FXN act | DAX1 inh-2 | hcDAF12 agonist | sPLA2-III inh | hgDAF12 agonist | NPR2 activator | SMARCA2 activ | ssDAF12 agonist | NPR1 activator
CCOC(=O)c1nnn2c1nc(N1CCN(c3ccccc3)CC1)c1ccccc12
→ 0.9 | 0.2 | 1.2 | -0.1 | -0.9 | 1 | 0.8 | 5 | -3 | -1.1 | 0
CCOCc1c(C(=O)Nc2cc(OCC)c(N3CCOCC3)cc2OCC)oc2ccccc12
→ -0.5 | -0.1 | 0.9 | 1.1 | 0.1 | 1 | -2.0 | 6 | -2 | -0.8 | 3

Next part:
mol,proKLK7 act,DAX1 inh-1,GAA850 FXN act,DAX1 inh-2,hcDAF12 agonist,sPLA2-III inh,hgDAF12 agonist,NPR2 activator,SMARCA2 activ,ssDAF12 agonist,NPR1 activator
Cc1ccc2c(c1)c1c(n2CC(O)CNC2CCCC2)CCCC1 (configuration not stated),0.4,1.0,1.2,3.9,-0.8,20*,-2.6,-9,-6,-1.2,-21
CSc1cccc(NC(=S)NCCCN2CCN(c3ccc(F)cc3)CC2)c1,-0.1,0.5,2.0,0.9,-2.5,1,-1.0,0,-4,-2.0,1
COc1ccc(N(CC(=O)NC2CCCCC2)S(=O)(=O)c2cccnc2)cc1,-0.6,-0.2,-0.2,1.1,-1.1,-3,1.1,-5,-1,0.2,-1
Cc1ccc(NC(=O)CSCC(=O)N(C)CCOc2ccc(Cl)cc2)cc1,0.4,-0.8,0.1,-0.2,0.6,-9,0.8,-2,-3,-1.2,-7
Cc1nc2c(C)cccc2cc1C(=O)N/N=C/c1cccnc1,0.2,-0.4,-3.2,3.9,-0.8,4,0.5,-2,-1,-1.5,3
COC(=O)c1ccc(NC(=S)NCCc2ccccc2)cc1,0.2,0.3,-0.4,0.1,-1.8,-27,-2.9,7,0,-1.7,4
FC(F)(F)c1cc(Cl)c2nnc(-c3ccccn3)n2c1,0.5,0.1,0.9,-0.7,-2.0,6,-1.7,2,-2,-1.4,1
Cn1cnc([N+](=O)[O-])c1Sc1nc2ccccc2[nH]1,0.3,-0.4,-0.2,.,-3.4,5,-2.6,-1,3,-2.8,4
CSCC[C@H](NC(=O)[C@@H]1Cc2ccccc2CN1)C(=O)NC[C@H]1CC[C@H](C(=O)O)CC1,-0.3,-0.3,0.2,0.2,-2.0,3,-2.9,-1,1,-0.6,4
CC1CCCN(CCC(=O)c2ccccc2)C1 (configuration not stated),-0.3,-0.7,2.3,-0.1,-0.7,4,1.7,-1,-3,-1.2,67*
CCN(CC)S(=O)(=O)c1cc(NC(=O)Cc2ccsc2)ccc1C,-0.3,-0.7,-0.2,-1.1,-1.6,-9,-0.3,0,-3,-1.3,-3
COc1ccc(CNc2nc3ccccc3n2CCN2CCCCC2)cc1,0.3,0.7,0.5,0.6,1.6,0,-6.0,3,0,-0.8,-4
Cn1nc(C(=O)NCc2ccccc2CN2CCCC2)c2ccccc2c1=O,0.3,2.8,0.5,1.7,0.8,-3,-1.7,-7,-1,-0.7,1
Cn1c(=O)c(-c2ccccc2)cc2ccccc21,0.1,0.1,0.9,1.7,2.7,2,4.3,2,2,-0.3,-5
CC(C)NC(=O)CSc1nc(N)c(-c2ccccc2)c(=O)[nH]1,-0.4,-0.6,2.4,0.5,-0.2,-3,1.8,-2,-1,-0.7,2
CCOc1ccc(N2CC(C(=O)N3CCc4ccccc4C3)CC2=O)cc1 (configuration not stated),0.5,-0.4,0.8,0.1,-0.5,-1,-2.3,0,1,-1.4,2
O=C(Nc1cccc(C(F)(F)F)c1)C(Sc1n[nH]c(=O)[nH]c1=O)c1ccccc1 (configuration not stated),0.3,-0.6,0.1,2.1,-0.9,-11,3.1,1,-3,-1.0,-3
CC(CC(=O)Nc1ccccc1C(F)(F)F)c1ccccc1 (configuration not stated),-1.0,-0.1,3.1,-0.7,0.1,-7,-3.8,6,-3,-1.3,3
CC(C)CC(=O)Nc1ccccc1Oc1ccccc1,-0.6,-0.9,2.3,0.1,-1.7,4,-1.2,-5,-1,-1.3,-2
COC(=O)CNC(=O)Cn1c(=O)n(Cc2ccc(F)cc2)c(=O)c2sccc21,0.4,-0.3,2.4,0.6,-0.3,3,0.2,6,-4,-1.2,7
Cc1ccc(C2CC(c3ccco3)=NN2S(C)(=O)=O)cc1 (configuration not stated),0.2,0.2,3.0,-0.3,0.3,-7,2.1,-2,1,-1.1,5
Cc1cc(C)n2nc(SCc3ccccc3F)nc2n1,-0.5,0.4,1.4,0.3,-0.8,0,-1.8,6,5,-1.1,3
COc1cccc(CNCCO)c1OCc1ccc(Cl)cc1,-0.4,-0.3,-1.1,0.2,-1.7,-2,-2.2,-4,-5,-0.9,-12
CC(CCCC(C)(C)O)NC(=O)c1ccc(OC2CCN(C(=O)C3CC3)CC2)cc1 (configuration not stated),0.6,-0.8,0.6,-0.3,0.0,-1,-1.0,-1,4,-1.3,6
CCOC(=O)C1=C(N)OC2=C(C(=O)CCC2)C1c1ccc2c(c1)OCO2 (configuration not stated),-0.3,0.5,1.7,1.6,-1.9,6,-0.1,-2,-3,-0.1,-6
CC(=O)Nc1ccc(N=Cc2nc(-c3ccc(C)cc3)oc2O)cc1,-103,-0.2,1.3,1.3,-1.6,3,2.4,1,-1,-1.2,2
CN(C)CCCN(CCCN(C)C)C(=S)Nc1ccc(S(=O)(=O)N2CCOCC2)cc1,-0.1,0.8,1.0,-0.2,1.1,-5,-0.6,0,-3,-0.7,4
Nc1[nH]c(=O)nc2snnc12,-1.0,1.2,-0.3,-0.8,0.4,5,-1.2,7,-4,0.0,0
COc1cccc(C(=O)/C=C2\NCCc3cc(OC)c(OC)cc32)c1,-5.3,-0.2,2.6,-1.1,-4.1,-3,-1.0,-3,1,-1.4,5
CCOc1ccc(NC(=S)Nc2ccc(OC)cc2)cc1,-0.3,0.0,0.3,-0.1,-0.6,8,2.1,3,-3,-1.3,1
Oc1c(Cl)cccc1C=Nc1cc(C(F)(F)F)ccc1N1CCCC1,-0.4,-0.3,4.2,0.3,1.5,-5,0.0,0,2,-0.7,6
CCOC(=O)N1CCN(S(=O)(=O)/C=C/c2ccccc2)CC1,0.0,-0.1,3.1,0.0,-1.6,-6,-2.4,14,-1,-1.3,3
Cc1nc2ccc(S(=O)(=O)NC(C(=O)NCc3cccs3)C(C)C)cc2s1 (configuration not stated),0.0,-0.8,-2.4,3.0,-1.5,-1,1.0,-4,1,-0.9,0
COc1ccccc1OCCCCN1CCN(C(c2ccccc2)c2ccccc2)CC1,-0.4,-0.9,-2.0,-1.9,3.3,-10,-0.9,-9,-3,-1.5,-16
S=C(Nc1ccccc1Cl)N1CCCC1,0.0,-0.2,0.6,0.6,-0.6,15,0.5,4,-2,-1.1,-4
O=C(NCc1ccncc1)c1nnc(Cc2c(F)cccc2Cl)o1,0.4,0.7,-0.1,-0.6,-0.9,1,3.3,2,3,-0.5,0
CC(=O)Nc1ccc2c(c1)nc(CCN1CCOCC1)n2C,-0.2,-0.1,-2.1,0.4,-2.3,3,-0.6,0,-6,-0.9,0
Cc1cn2c(=O)c(C(=O)NCc3ccc4c(c3)OCO4)cnc2s1,-0.3,0.0,-1.3,-0.4,-0.5,8,1.4,-4,0,-0.8,-1
CCSc1nnc(NC(=O)CSC2=NN3CCCC(=O)N=C3S2)s1,0.3,-0.4,1.6,1.1,-0.5,3,-2.5,-4,-5,-0.9,2
Cc1ccc(S(=O)(=O)N2CCN(c3ccccc3)CC2)s1,-0.5,0.0,2.0,0.8,-1.1,4,2.9,0,-3,-1.4,0
Cc1ccc(C(=O)NCC(=O)NC2CC2)cc1,0.0,-0.2,1.2,0.9,1.1,2,0.7,4,2,-0.4,2
Cc1nn(-c2ccccc2)c(C)c1C(=O)OCC(=O)Nc1ccccc1C(F)(F)F,-0.5,0.3,6.7,1.1,2.3,3,0.7,-5,2,-1.1,-4
CN(CC(=O)Nc1ccccc1C(=O)NC1CC1)Cc1ccccc1F,-0.3,-1.8,-0.2,-0.2,-1.4,7,-1.4,-1,0,-1.4,-1
